Screening results (PubChem)
TTR transcr act = increases transthyretin transcription; SH-SY5Y TTR promoter Gaussia luciferase, luminescence; 100% = recombinant luciferase protein wells; activation, % at 16.7 µM; hit rate 1.3% among 92,000; AID 1117267;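 active = activation above the mean of all tested compounds plus 3 SD, cut at about 9.5% in these data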;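 note: cells exposed to compounds for one day before reading; 0% = median of all test compound wells on the plate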
Starred values were filed as active, the others as inactive. An excerpt; count on the stated rates, not on these rows.

SMILES | TTR transcr act
O=C(COc1ccc(F)cc1)N(Cc1cccc(Br)c1)C1CCS(=O)(=O)C1 (stereo not drawn) | 0.3
CCOc1ccc(N(C)S(=O)(=O)c2c[nH]c(C(=O)OC)c2)cc1 | -0.2
COc1ccc(C(C(=O)NC2CCCC2)N(C(=O)c2snc(-c3ccc(F)cc3)c2N)c2ccccc2)cc1 (stereo not drawn) | 3.9
CCO[C@@H]1OC(C(=O)NCc2ccccc2)=C[C@H](C)[C@H]1CCCO | 1.9
Nc1c(C(=O)N2CCCCC2)sc(=S)n1-c1ccccc1 | -0.6
Cc1cccc(NC(=O)C23CCC(C)(C2Br)C3(C)C)c1 (stereo not drawn) | 3.1
Cc1nnc(NC(=O)CSc2nnc(CNC(=O)c3ccccc3)o2)s1 | -0.2
O=c1cc(N2CCCCC2)c(-c2ccccc2)nn1Cc1ccc(F)cc1 | -0.1
Cc1cc(C)c2c(N=NN3CCOCC3)[nH]nc2n1 | 1.2
C=CCc1cccc2cc(C(=O)NC)c(=O)oc12 | 1.3
O=S(=O)(c1ccccc1C(F)(F)F)N1CCOCC1 | -0.4
CCN(C(=O)Cc1nc(N)n[nH]1)C1(C(=O)Nc2ccccc2)CCCCC1 | -1.2
C=CC[C@H](CC(=O)NCCO)C(=O)N[C@H](COC(=O)[C@@H](CC=C)Cc1ccc(F)cc1)c1ccccc1 | 2.5
Cc1ccc(-c2csc3ncnc(Oc4ccc5c(C)cc(=O)oc5c4)c23)cc1 | -2.3
CC(=O)c1cccc(NC(=O)NCCc2ccc(Cl)cc2)c1 | 2.9
CN(C)CCN(C(=O)/C=C/c1cccs1)c1nc2ccc(Br)cc2s1 | 2.3
c1ccc(CN2CCN(CCOCCOc3cccc4ccccc34)CC2)cc1 | -0.6
C=CCN(C(=O)[C@@H](C)[C@@H](O)c1ccc2ccccc2c1)c1ccccc1 | -1.2
Nc1cccc2c1C(=O)N(C(=O)c1cccc(S(=O)(=O)N3CCCC3)c1)C2=O | 1.4
CCc1ccc(NC(=O)c2cnc3scc(C)n3c2=O)cc1 | -2.0
Cc1ccc(O)c(NC(=O)COc2cc(C)ccc2C)c1 | -0.7
O=S(=O)(c1ccc(Cl)cc1)N1CCN=C1SCc1cccc(Cl)c1 | 1.0
Cc1noc(C)c1C(=O)N1CCC1(C)C(=O)NS(=O)(=O)c1ccc(Cl)cc1 (stereo not drawn) | -1.3
CCCCN(C)CCCNC(=O)Cn1c(=O)sc2ccccc21 | 0.4
O=c1[nH]c(=S)c2[nH]c(=S)n(-c3ccccc3)c2[nH]1 | 0.0
O=C(Cc1cccs1)N/N=C/c1ccccc1 | -0.1
COc1ccc(N2CCN(CCCn3c(=S)[nH]c4ccccc4c3=O)CC2)cc1 | 1.2
C#CCOCCOCCOCCNc1nc(N2CCN(C(=O)[C@H](CCCCN)n3cc(CN)nn3)CC2)nc(N2CCN(C(=O)[C@H](CCC(=O)O)n3cc([C@@H](N)CCCCN)nn3)CC2)n1 | 2.3
O=C(OCCN=C1NS(=O)(=O)c2ccccc21)c1ccco1 | -0.7
COc1ccc(N2C(=O)CC(SCc3ccc(Cl)cc3)C2=O)cc1 (stereo not drawn) | -2.1
COc1ccc(C(=O)COC(=O)CNC(=O)c2cc(OC)cc(OC)c2)cc1 | 0.8
Cc1ccc(N2CC(C(=O)NCCS(=O)(=O)N3CCN(c4ccccc4)CC3)CC2=O)cc1C (stereo not drawn) | -0.7
O=C(NCCOc1ccc(F)cc1)C1CCC(=O)N(Cc2ccc(Cl)cc2)C1 (stereo not drawn) | 2.3
O=C(NC(=S)NCCN1CCOCC1)c1ccccc1Br | 4.2
COc1cc(/C=N/N2CCN(c3ccc(Cl)cc3)CC2)cc(OC)c1OC(C)=O | 0.2
CCOc1ccc(S(=O)(=O)NC(C)C(=O)NC2CCCC2)cc1 (stereo not drawn) | 0.5
Cc1cc(=O)[nH]c2c1c(-c1ccccc1)nn2C | -2.2
C[C@H]1CCC[C@H](O)CC(=O)c2c(O)cc(O)cc2CC(=O)O1 | -2.1
Cc1ccc(S(=O)(=O)NCc2c(-c3ccccc3)noc2C)cc1 | -0.3
COc1ccc(N2CCN(CC(=O)NC(=O)NC(C)(C)C)CC2)cc1 | 0.5
CCCCNC(=O)c1ccc2c(c1)N(CC)C(=O)CS2 | -0.6
CSc1nc2nc3c(cn2n1)C(=O)CC(c1ccccc1)C3 (stereo not drawn) | 3.9
CCOC(=O)N1CCC(NC(=O)c2cc3c(=O)[nH]c4ccccc4c3n2C)CC1 | -0.7
C/C=C/C1=CC(=O)C[C@H](c2ccc(OC)c(OC)c2)C1 | 1.1
Cc1cccc(-n2cnc3cc([N+](=O)[O-])ccc32)c1 | 3.9
NC(=O)c1ccccc1NS(=O)(=O)c1cccs1 | 4.6
Cc1nc([N+](=O)[O-])c(Sc2nc3ccc([N+](=O)[O-])cc3[nH]2)n1Cc1ccccc1 | -1.1
COC(=O)c1sc(S(=O)(=O)NC(Cc2ccccc2)C(=O)O)c(C(=O)OC)c1C (stereo not drawn) | -1.0
O=[N+]([O-])c1ccc(Cl)cc1N1CCCCC1 | 1.3
CC(=O)Nc1ccc(-c2csc(NC(=O)CCNC(=O)c3ccco3)n2)cc1 | -0.3
CC(C(=O)N1CCOCCOCCOCC1)N1C(=O)c2ccccc2C1=O (stereo not drawn) | -1.4
COc1ccc(SCCN2CC[C@@H](C(C)(C)C)CCC2=O)cc1 | -1.4
O=C(CN1CCN(C(=O)c2cccs2)CC1)NC1CCCCC1 | -5.1
NC(=O)c1ncn([C@@H]2O[C@H](CNCc3cc(Br)ccc3OCc3ccccc3)[C@@H](O)[C@H]2O)n1 | -0.6
Cc1ccc(NC(=S)NCc2ccc3c(c2)OCO3)cc1C | 3.0
CC(C)C[C@@H](CN1CCC[C@@H]1CN1C(=O)C(=O)NC[C@@H]1Cc1ccccc1)N1C[C@H](Cc2ccccc2)N(CC2CCCCCC2)C(=O)C1=O | -1.2
COc1ccc(CN(CC2CCCO2)S(=O)(=O)c2ccc(-n3cnnn3)c(OC)c2)cc1 (stereo not drawn) | -1.6
COc1ccc(NC(=O)Cn2ccc3c(OC)cccc3c2=O)cc1 | 5.0
CC(=O)c1ccc(N2CCN(S(=O)(=O)c3csc(C(N)=O)c3)CC2)cc1 | 1.8
CCSc1ncc(C#N)c(N)n1 | -0.2

Other results:
SMILES | TTR transcr act
CS(=O)(=O)N1CCCC(C(=O)N2CCOCC2)C1 (stereo not drawn) | -0.5
Cc1ccc(CN2CC(N3CCN(C)CC3)CS2(=O)=O)cc1 (stereo not drawn) | 1.9
CCN(CC)c1cc(Oc2ccccc2)ncn1 | -0.3
CCOC(=O)c1ccc(NC(=O)Cn2cnc3cc(C)c(C)cc32)cc1 | -4.3
O=C(COC(=O)CCC(=O)c1cccs1)NCc1ccco1 | -1.1
CC(=O)C1=C(O)C(=O)N(c2ccc(O)cc2)C1c1ccccc1Cl (stereo not drawn) | 0.1
O=C(N/C(=C\c1ccco1)C(=O)N1CCOCC1)c1ccccc1Cl | 1.1
Nc1ccc(Oc2ccccc2F)nc1 | 1.4
COc1ccc(/C=N/NC(=O)C(N)=O)c(OC)c1OC | 12.9*
CC(C)Cc1ccc(C(C)C(=O)Nc2ccc(O)cc2)cc1 (stereo not drawn) | -2.5
Cc1ccc2c(c1)C1(OCCCO1)C(=O)N2CC(=O)NN | -2.4
COc1ccc(CNC(=O)c2c(C)nc3ccccn23)cc1 | 7.9
O=C(Nc1ccccc1Cl)N1CCN(C/C=C/c2ccccc2)CC1 | 1.8
CN1CCC(=O)N([C@H](CO)Cc2ccccc2)CC1 | 5.5
Cc1ccc(S(=O)(=O)N(C)CC(=O)N2CCN(Cc3ccccc3)CC2)cc1 | -0.4
O=c1c(C(c2ccc(F)cc2)c2c(O)nc3n(c2=O)CCS3)c(O)nc2n1CCS2 | 0.6
Cc1nc2cc(-c3ccccc3)nn2c(C)c1CCC(=O)NCc1ccco1 | -1.5
COc1ccc(C(=O)CSc2nnc(-c3ccco3)c(-c3ccco3)n2)cc1 | 0.2
O=C(NCc1cccs1)C1CCN(S(=O)(=O)c2ccc(Br)s2)CC1 | 4.2
O=C(NCCc1ccccc1)c1nc2c(nnn2Cc2ccccc2Cl)c(=O)[nH]1 | 0.4
COc1ccc(/C=C(\C#N)C(=O)OCC(=O)NCc2ccccc2)cc1 | -0.4
CCCNC(=O)/C=C/C(=O)O | 0.6
CCN(CC)S(=O)(=O)c1ccc2oc(C(=O)Nc3ccc(OC)cc3OC)c(C)c2c1 | -2.2
Cn1c(=O)[nH]c(NC2CCCCC2)c([N+](=O)[O-])c1=O | 1.0
Cc1ccc(OCc2n[nH]c(=S)n2-c2ccc(C)cc2)cc1 | 0.1
CCOC(=O)CSc1nnc(-c2ccc3ncccc3c2)n1C | -2.7
CCOC(=O)C1=CCN(S(=O)(=O)c2ccccc2)C1c1ccccc1 (stereo not drawn) | -1.3
CCCOc1ncnc2c1[nH]c1ccc(OC)cc12 | -1.2
CN(CCN1CCOCC1)C(=O)c1cc(COc2ccc(F)c(F)c2)on1 | 1.5
COc1ccc2ccccc2c1/C=N/NC(=O)c1nnn(-c2nonc2N)c1CN(C)C | 1.7
CCCNC(=O)COC(=O)c1cc(C)nc2ccccc12 | 3.0
Cc1ccc([C@H]2C[C@H](n3cc(C4CC4)nn3)[C@@H](O)CN2C(=O)C2CCCCC2)cc1 | -1.6
COC(=O)C1CN(Cc2ccccc2)CCS(=O)(=O)N1Cc1cn(Cc2cccc(Cl)c2)nn1 (stereo not drawn) | -0.8
CCC(=O)c1ccc(OCC(=O)NCC2(N3CCCCC3)CCCCC2)cc1 | 6.8
Cc1c(NC(=O)CN2C(=O)c3ccccc3S2(=O)=O)c(=O)n(-c2ccccc2)n1C | 3.0
Cn1c(N)c(C(=O)COC(=O)C23CC4CC(CC(C4)C2)C3)c(=O)n(C)c1=O | -1.1
COc1ccc(NC(=O)C2CC(=O)N/C(=N/N=C/c3ccccc3)S2)cc1 (stereo not drawn) | 2.1
O=C(CCCCl)NC(=S)Nc1ccc(CN2CCOCC2)cc1 | 2.0
CCNC(=O)c1cc(S(=O)(=O)N2CCSCC2)ccc1OC | 1.4
CC(C)CCNc1ncnc2c1nnn2Cc1ccccc1 | 3.3

Some of these compounds in order of the TTR transcr act value, low to high.
| compound | TTR transcr act |
| --- | --- |
| COc1ccc(/C=C(\C#N)C(=O)OCC(=O)NCc2ccccc2)cc1 | -0.4 |
| CN(CCN1CCOCC1)C(=O)c1cc(COc2ccc(F)c(F)c2)on1 | 1.5 |
| COc1ccc(NC(=O)C2CC(=O)N/C(=N/N=C/c3ccccc3)S2)cc1 (stereo not drawn) | 2.1 |

Entries shown so far that contain a COOH group:
SMILES | TTR transcr act
C#CCOCCOCCOCCNc1nc(N2CCN(C(=O)[C@H](CCCCN)n3cc(CN)nn3)CC2)nc(N2CCN(C(=O)[C@H](CCC(=O)O)n3cc([C@@H](N)CCCCN)nn3)CC2)n1 | 2.3
COC(=O)c1sc(S(=O)(=O)NC(Cc2ccccc2)C(=O)O)c(C(=O)OC)c1C (stereo not drawn) | -1.0
CCCNC(=O)/C=C/C(=O)O | 0.6

Carrying on.
SMILES | TTR transcr act
FC(F)(F)c1cccc(Oc2nc(-c3ccccc3)nnc2C(F)(F)F)c1 | -4.6
CS(=O)(=O)N(CC(=O)N1CCN(c2ccccc2F)CC1)C1CCCCC1 | 1.7
CN(Cc1ccccc1)C(=O)c1cccc(NC(=O)Cc2ccc(NC(=O)C3CCCN(C(=O)C4CCCC4)C3)cc2)c1 (stereo not drawn) | -4.6
O=C1[C@H](c2ccccc2)[C@@H](c2ccncc2)N1c1ccncc1 | -0.3
CCCCC(CC)C(=O)Nc1cc([N+](=O)[O-])ccc1F (stereo not drawn) | 0.8
C/C(CC1(O)/C(=N/O)CCc2nonc21)=N\O (stereo not drawn) | -2.7
Clc1cccc(Cl)c1Cn1nnc(N2CCCC2)n1 | -0.3
COCC(C)n1c(SCc2nc(N)nc(Nc3ccccc3C)n2)nc2ccccc2c1=O (stereo not drawn) | 0.3
CCOC(=O)N1CCN(C(=O)CN(C)S(=O)(=O)c2ccc(OC)c(OC)c2)CC1 | 3.0
O=C(/C=C/c1ccc(N2CCCCC2)c([N+](=O)[O-])c1)c1ccc(S(=O)(=O)N2CCCC2)cc1 | 1.5
CCN(CC)S(=O)(=O)c1ccc(N2CCCC2)c(NC(=O)Cc2c(F)cccc2Cl)c1 | 3.1
Cc1nc2oc3c(NCc4ccccn4)ncnc3c2c2c1COC(C)(C)C2 | -1.5
CC(=O)c1cccc(N(C(=O)c2ccco2)C(C(=O)NC2CCCC2)c2ccccc2F)c1 (stereo not drawn) | 1.6
CCOC(=O)CN1C(=O)N[C@@H](c2cccc(C(F)(F)F)c2)[C@H](C(C)=O)[C@H]1C | 0.1
O=C(Cn1cc(S(=O)(=O)Cc2ccc([N+](=O)[O-])cc2)c2ccccc21)N1CCOCC1 | 1.1
COc1ccccc1C(=O)Nc1nsc(-c2ccccc2)n1 | -0.5
COc1ccc(NC(=O)NCc2ccco2)c(OC)c1 | 0.1
CCOc1cc(C2C3=C(CC(C)(C)CC3=O)N(CCCOC)C3=C2C(=O)CC(C)(C)C3)ccc1OC | 0.7
CCOC(=O)N1CCN(CC(O)COCc2ccccc2)CC1 (stereo not drawn) | 0.7
CCC(CC)c1nnc(NC(=O)CCCN2C(=O)c3ccccc3C2=O)s1 | -0.7

Single values from the results shown:
Result of C/C(CC1(O)/C(=N/O)CCc2nonc21)=N\O (stereo not drawn) in TTR transcr act: -2.7
Result of O=S(=O)(c1ccccc1C(F)(F)F)N1CCOCC1 in TTR transcr act: -0.4
Result of Cc1ccc(NC(=S)NCc2ccc3c(c2)OCO3)cc1C in TTR transcr act: 3.0
Result of Cc1cc(=O)[nH]c2c1c(-c1ccccc1)nn2C in TTR transcr act: -2.2

Next part
SMILES | TTR transcr act
O=C(CSc1nnc2ccccn12)Nc1cccc(-c2nc3ccccc3s2)c1 | 2.1
COc1ccc(CCN(Cc2ccccn2)C(=S)Nc2ccc(C)cc2)cc1OC | 0.6
C(=N\Nc1nccc(-c2cccnc2)n1)/c1ccccc1 | 1.5
O=C(O)CNC(=S)NCc1ccccc1 | -0.9

An excerpt of the results above, as a working copy:
SMILES | TTR transcr act
CCOC(=O)N1CCN(CC(O)COCc2ccccc2)CC1 (stereo not drawn) | 0.7
CCC(CC)c1nnc(NC(=O)CCCN2C(=O)c3ccccc3C2=O)s1 | -0.7
O=C(CSc1nnc2ccccn12)Nc1cccc(-c2nc3ccccc3s2)c1 | 2.1
